# OXTR agonist = human OXTR agonism | P30559 | CHO-OTR cells, Fluo-8 calcium fluorescence; normalized: DMSO 0%, oxytocin 100% | activation, % at 3 µM | hit rate 0.32% among 320,000;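 active = activation above the mean of all tested compounds plus 3 SD, cutoff set per screening run, cut at about 20% in these data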;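 note: peak over basal fluorescence ratio from a 100 s FLIPR kinetic read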
# Target sequence (P30559 whole entry, looked up): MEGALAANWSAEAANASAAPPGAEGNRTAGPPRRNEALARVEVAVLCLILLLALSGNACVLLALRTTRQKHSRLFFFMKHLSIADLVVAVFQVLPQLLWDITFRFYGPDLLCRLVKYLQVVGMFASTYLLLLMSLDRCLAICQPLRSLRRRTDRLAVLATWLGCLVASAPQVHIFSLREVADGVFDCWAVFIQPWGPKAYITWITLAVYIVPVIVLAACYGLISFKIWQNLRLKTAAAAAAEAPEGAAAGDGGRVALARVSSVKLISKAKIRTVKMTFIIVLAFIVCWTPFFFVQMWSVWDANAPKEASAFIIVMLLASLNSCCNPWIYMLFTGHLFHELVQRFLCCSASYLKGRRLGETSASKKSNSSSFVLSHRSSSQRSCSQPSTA
# PfM18AAP inh = blocks P. falciparum M18 aspartyl aminopeptidase; recombinant PfM18AAP, H-Glu-NHMec fluorogenic cleavage; inhibition, % at 7.35 µM; AID 1822; hit rate 1.2% among 290,000;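 active = inhibition above the campaign mean inhibition over all tested compounds plus 3 SD, cut at about 28% in these data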;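 note: 0% = plate median of test compound wells and 100% = 2 mM ZnCl2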
# GalR3 antag = blocks the human galanin receptor 3; inhibition, % at 3 µM; HEK293 GalR3-CNG cAMP membrane potential fluorescence; galR3 body fused to GalR1 C-terminus; hit rate 0.44% among 360,000; O60755;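 active = inhibition above the screen-wide average plus 3 SD, cut at about 13% in these data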;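 note: forskolin and galanin both at EC90 stimulate the cells; cAMP rise reported by CNG channel membrane potential dye signal; 0% = forskolin plus galanin with DMSO and 100% = forskolin alone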
# Target sequence (O60755 1-299 limits assumed): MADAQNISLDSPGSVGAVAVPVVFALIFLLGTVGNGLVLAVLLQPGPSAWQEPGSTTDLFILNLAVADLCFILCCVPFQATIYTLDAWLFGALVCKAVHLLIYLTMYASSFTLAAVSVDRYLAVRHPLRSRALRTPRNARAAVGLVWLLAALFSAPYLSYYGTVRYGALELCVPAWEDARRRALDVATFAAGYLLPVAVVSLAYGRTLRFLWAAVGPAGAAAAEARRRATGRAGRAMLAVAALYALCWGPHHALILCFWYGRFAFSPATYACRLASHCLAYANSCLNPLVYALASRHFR
# OXTR potentiator = potentiates the human oxytocin receptor response; CHO-OTR cells, Fluo-8 calcium fluorescence, potentiator mode; 0% = oxytocin EC15, 100% = EC100; activation, % at 3 µM; hit rate 0.061% among 320,000; AID 2445;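 active = activation above that plate's cutoff, the mean activation of tested compounds plus 3 SD, cut at about 6.6% in these data, passing the limit was not always enough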;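 note: 100% uses oxytocin at 75 nM as the full agonist control; some results filed as inactive read as strong as hits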
#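 System: human OTR in CHO cells / Also added: sub-maximal oxytocin, roughly EC15 / Control set: EC15 oxytocin low, 75 nM oxytocin high / Schedule: 6 min compound pre-incubation at room temperature, 100 s kinetic read / Compound: single-point 3.0 µM / Replication: singlicate / Technique: Fluo-8 calcium dye fluorescence / Read-out basis: % activation of max/min ratio relative to oxytocin controls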
# MEKK2 WT-MEK5 = raises or lowers MEK5 binding to wildtype human MEKK2 PB1 domain. bead flow cytometry, Alexa488-MEK5 binding to MEKK2 WT; actives lie on both sides. binding response (% of control), % at 10 µM. hit rate 1.1% among 290,000; in the data active = binding response below about 67% or above about 130%
# NALP1 yeast inh = inhibitors of NALP1 inflammasome in yeast; S. cerevisiae NALP1/ASC/caspase-1 growth, X-gal OD620, 72 h; inhibition, % at 10 µM; hit rate 0.61% among 280,000; AID 2071; in the data active = inhibition mostly above about 24%, no sharp cut-off; inactive = mostly below about 32%; note: some compounds called inactive have numbers as strong as hits
# MEKK2mut PB1 HTS = signal of MEK5 binding to mutant human MEKK2 PB1 domain; bead flow cytometry, Alexa488-MEK5 binding to MEKK2 mutant; AID 1530; hit rate 0.35% among 290,000; percent response, % at 10 µM; in the data active = percent response above about 24%, passing the limit was not always enough; note: inactives centre near 1; some results filed as inactive read as strong as hits
# GPR7 antag = antagonists of human GPR7 (neuropeptides B/W receptor 1); P48145; GPR7-expressing cells, fluorescence antagonist assay; inhibition, % at 4.4 µM; hit rate 1.1% among 290,000; in the data active = inhibition above about 16%, passing the limit was not always enough;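 note: cells stimulated with the agonist NPW; 0% = agonist with vehicle and 100% = vehicle without agonist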
# Target sequence (P48145 whole entry, looked up): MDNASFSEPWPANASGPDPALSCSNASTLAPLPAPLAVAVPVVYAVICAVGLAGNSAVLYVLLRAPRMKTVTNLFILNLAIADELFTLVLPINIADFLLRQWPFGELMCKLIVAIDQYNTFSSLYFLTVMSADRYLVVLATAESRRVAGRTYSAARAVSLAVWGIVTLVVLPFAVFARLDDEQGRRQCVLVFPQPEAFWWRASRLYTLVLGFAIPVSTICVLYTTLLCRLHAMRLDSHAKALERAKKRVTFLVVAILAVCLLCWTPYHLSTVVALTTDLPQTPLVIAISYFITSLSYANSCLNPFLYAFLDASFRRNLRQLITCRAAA
# V1aR counter = activates human V1a receptor in oxytocin agonist counter-screen; CHO-V1R cells, Fluo-8 calcium fluorescence, agonist mode; 0% DMSO, 100% 3 nM vasopressin; activation, % at 3 µM; P37288; hit rate 0.25% among 320,000;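 active = activation above the mean activation of all tested compounds plus 3 SD, per screening run, cut at about 20% in these data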;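 note: signal is peak over basal fluorescence ratio across a 100 second FLIPR read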
# Active calls of the source: *; nt = no result given; [ ] = remark or other dose.
SMILES,OXTR agonist,PfM18AAP inh,GalR3 antag,OXTR potentiator,MEKK2 WT-MEK5,NALP1 yeast inh,MEKK2mut PB1 HTS,GPR7 antag,V1aR counter
COc1ccc(S(=O)(=O)NCc2cccnc2)cc1NC(=O)c1ccccc1,-0.3,-7,-7,-10,98,-7,1,8,10.0
CCc1cc(C(=O)COc2ccc(F)cc2)c(O)cc1O,-0.8,7,-7,-11,95,4,-6,-29,-0.4
COC(=O)c1cc(S(=O)(=O)N(C)C2CCCCC2)c[nH]1,-0.4,3,-4,1,99,18,1,18,-0.1
Cc1ccc(OCC(=O)Nc2nnc(S(=O)(=O)N3CCC(C)CC3)s2)cc1,-1.5,10,-9,-2,97,5,4,-13,5.9
COc1ccccc1N1CCN(S(=O)(=O)c2ccc(Br)s2)CC1,-0.4,4,-6,-9,100,0,9,1,0.1
Cn1c(NC(=O)c2ccc(F)c(F)c2)cc(=O)n(C)c1=O,0.8,-15,0,4,102,22,1,-4,1.3
COc1cccc(CNC(=O)C2CCCN(S(=O)(=O)c3c(C)[nH]c(=O)[nH]c3=O)C2)c1 (stereo not drawn),1.5,2,-1,-2,87,-5,-10,-8,0.2
CC(=O)Nc1nonc1-c1nc2ccccc2n1Cc1ccccn1,-0.1,0,-5,-4,93,4,1,-3,0.3
O=C(O)Cc1c(C(=O)O)nnn1-c1cccc(C(F)(F)F)c1,0.2,2,3,-2,98,-6,2,-18,-0.1
COc1cc(OC)c(C=O)c(OC(=O)N2CCOCC2)c1,1.7,-7,-9,-10,96,11,-1,8,0.9
Cc1cc(C(=O)Nc2ccccc2)c(C)o1,-1.4,0,-4,-11,nt,-12,nt,-16,-0.8
Cc1ccc(C(=O)CSc2nc(-c3ccccc3)ccc2C#N)cc1,2.3,10,-5,-18,104,25,-1,-8,2.7
N#Cc1ccc(C(=O)NCC(c2ccco2)N2CCCC2)cc1 (stereo not drawn),0.2,3,-1,-3,93,2,-2,8,0.6
COCCCNc1nc2c(c(=O)[nH]c(=O)n2C)n1CC(O)COc1ccccc1C (stereo not drawn),-1.0,2,-2,-7,115,-4,6,21,0.1
COc1ccc(C(CNC(=O)c2oc3ccccc3c2C)N2CCCC2)cc1 (stereo not drawn),1.2,nt,-1,-2,nt,nt,nt,nt,1.3
Cc1ccc(NC(=O)Cn2nnc3ccccc32)c(C)c1,-0.2,-1,-2,-22,104,0,1,-3,4.8
Cc1cccc(NC(=S)NCc2ccc3c(c2)cc(C)n3C)c1C,-0.3,0,nt,-4,66*[inhibitor],-46,5,-1,1.1
CCCc1ccc(Oc2cc(NN3CCCCC3)c([N+](=O)[O-])cc2[N+](=O)[O-])cc1,-1.0,0,-6,-5,95,7,2,2,0.3
C(=N\Nc1nc2ccccc2[nH]1)/c1ccncc1,-0.5,4,9,-18,98,-7,-1,-9,0.1
Cc1ccc(NS(=O)(=O)c2c(C(=O)N3CCCCCC3)c(C)n(C)c2C)c(Cl)c1,-0.7,-3,-11,-5,95,12,-1,5,0.2
COc1ccc(OC)c(CCNC(=O)Cc2ccc(NC3=NC4CS(=O)(=O)CC4S3)cc2)c1 (stereo not drawn),-0.2,-7,nt,-6,101,6,-7,-1,0.3
COCCCn1c(=O)/c(=C\c2ccccc2OC(F)F)s/c1=C(/C#N)C(N)=O,0.6,6,-7,0,86,2,-13,-9,1.5
Nc1nnc(SCC(=O)c2ccco2)s1,0.7,2,-5,-2,95,-11,-1,4,0.2
CCOc1ccccc1-c1nc(C(N)=O)c2[nH]c(=O)n(-c3ccccc3)c2n1,-1.1,-4,2,-6,98,4,2,-1,-0.3
CCOc1ccc2nc(SCC(=O)NCc3ccc(OC)cc3)[nH]c2c1,nt,-15,-7,nt,105,22,0,6,nt
Cn1c(=O)n(Cc2ccco2)c(=N)c2c3c(sc21)CCC3,-1.6,-4,-4,-4,100,nt,-1,-3,-0.8
CO/N=C/C(=N\Nc1ccc(C)cc1)C(=O)c1ccc(OC)cc1,-0.4,-3,2,-9,102,5,7,-8,-1.1
O=C(Nc1ccc(OC(F)(F)F)cc1)c1ccc2ccccc2n1,-0.5,-2,-4,0,99,2,2,-11,0.0
O=C(COc1ccc(Cl)cc1Cl)N1CCN(C(=O)c2ccco2)CC1,1.3,3,-9,2,100,4,-4,11,0.8
CCC(C)[C@H](NC(=O)N1CC(=O)Nc2ccccc21)C(=O)NC(C)CCc1ccccc1 (stereo partly drawn),-1.6,1,0,8,100,0,1,-4,-0.7

# Shown as a hit in MEKK2 WT-MEK5 (from the list above):
SMILES,PfM18AAP inh,GalR3 antag,OXTR potentiator,MEKK2 WT-MEK5,NALP1 yeast inh,MEKK2mut PB1 HTS,GPR7 antag
Cc1cccc(NC(=S)NCc2ccc3c(c2)cc(C)n3C)c1C,0,nt,-4,66*[inhibitor],-46,5,-1

# The list goes on.
SMILES,OXTR agonist,PfM18AAP inh,GalR3 antag,OXTR potentiator,MEKK2 WT-MEK5,NALP1 yeast inh,MEKK2mut PB1 HTS,GPR7 antag,V1aR counter
O=C(c1ccc(Cl)c(S(=O)(=O)NCc2ccccc2)c1)N1CCN(c2ccccn2)CC1,5.2,-10,nt,-6,102,-4,7,-4,4.4
CCc1nnc(NC(=O)CCc2ccc(C)o2)s1,-0.9,-1,-5,-6,102,-4,3,-9,0.6
COc1cccc(S(=O)(=O)Nc2noc3ccccc23)c1,1.0,-2,-9,-8,102,26,5,1,0.8
CN1c2ccccc2C(C)(C)C12CC(c1ccc(S(=O)(=O)N3CCCCC3)cc1)=NO2 (stereo not drawn),-0.9,-15,-2,-7,107,nt,-1,4,2.4
Cc1cc2ccccn2c1C(C[N+](=O)[O-])c1ccc(N(C)C)cc1 (stereo not drawn),2.4,23,4,-2,97,47,2,-7,7.8
COc1ccc(NC(=O)CC2SC3=NCCN3C2=O)cc1 (stereo not drawn),-0.1,-12,-3,-12,102,2,-15,-6,0.1
O=c1[nH]n2c(=O)c3c([nH]c2c1N=Nc1cccc(Cl)c1)CCC3,-2.0,11,-1,0,95,24,-1,2,-0.7
COc1ccc(S(=O)(=O)Cc2ccc(C(=O)NCc3ccccn3)o2)cc1,-0.7,-2,1,-5,88,-49,-3,-4,-0.3
COc1ccc(/C=N/NC(=O)c2nc(-c3ccccc3)n(-c3ccccc3)n2)cc1,-1.6,5,-6,-4,92,23,2,-6,1.2
O=C(CC(C(=O)O)C1CCCO1)NCCc1ccc2c(c1)OCO2 (stereo not drawn),0.7,1,-3,1,100,18,1,-13,-0.3
Cc1ccc(S(=O)(=O)N2CCN(CC(O)COc3ccccc3)CC2)cc1 (stereo not drawn),2.1,0,4,2,101,11,0,10,4.0
Cc1c(/C=N/NC(=O)CNc2ccccc2)c2ccccn2c1C(=O)c1ccccc1,0.8,5,-12,-7,97,30,-7,5,-0.5
Cc1cc(SCC(=O)Nc2cccnc2Cl)nc2ccccc12,-0.4,-15,8,-3,85,4,-9,-8,-0.7
Cc1cccc(NS(=O)(=O)c2ccc3nc(-c4ccccc4)[nH]c3c2)c1C,2.7,5,-5,-4,93,18,-2,-8,3.6
O=C(CCN1C(=O)S/C(=C\c2cccs2)C1=O)NC1=NCCS1,1.9,-6,-4,-8,100,31,-1,5,2.3
O=S(=O)(Nc1nccs1)c1ccc(Cl)cc1,2.0,2,-5,-3,91,4,-7,-2,0.0
Cc1ccc(NC(=O)CSc2nn(-c3ccc(Cl)cc3)c(=S)s2)cc1S(=O)(=O)N(C)C,3.8,0,-3,-15,111,nt,-2,3,5.3
CC(=O)c1cccc(NC2c3ccccc3C(=O)N2Cc2ccco2)c1 (stereo not drawn),0.2,4,-6,2,119,-6,30,-7,0.3
Cc1ccc(NC(=O)c2ccc(S(=O)(=O)NCC3CCCO3)cc2)cc1 (stereo not drawn),3.1,5,-1,-8,102,24,4,-14,1.9
COc1ccc(C(=O)/C=C/Nc2ccccn2)cc1,-0.3,-9,-5,-6,104,7,5,3,0.3

# Fetched by structure from the entries so far, 3 records:
SMILES,OXTR agonist,PfM18AAP inh,GalR3 antag,OXTR potentiator,MEKK2 WT-MEK5,NALP1 yeast inh,MEKK2mut PB1 HTS,GPR7 antag,V1aR counter
O=C(CCN1C(=O)S/C(=C\c2cccs2)C1=O)NC1=NCCS1,1.9,-6,-4,-8,100,31,-1,5,2.3
Cc1c(/C=N/NC(=O)CNc2ccccc2)c2ccccn2c1C(=O)c1ccccc1,0.8,5,-12,-7,97,30,-7,5,-0.5
COc1ccc(C(=O)/C=C/Nc2ccccn2)cc1,-0.3,-9,-5,-6,104,7,5,3,0.3

# Other compounds follow.
SMILES,OXTR agonist,PfM18AAP inh,GalR3 antag,OXTR potentiator,MEKK2 WT-MEK5,NALP1 yeast inh,MEKK2mut PB1 HTS,GPR7 antag,V1aR counter
CC(=O)c1c(C)[nH]c(C(=O)CSc2nnc(-c3ccccc3)n2Cc2ccc3c(c2)OCO3)c1C,-0.9,1,-2,-4,104,6,3,4,-0.5
O=C(CCn1nc(-c2ccc(Cl)cc2)ccc1=O)NCCCN1CCCCCC1,-1.1,2,2,-4,193*,0,50*,-4,9.5
Clc1ccc(Cn2ncc3c(N4CCCCC4)ncnc32)cc1,8.2,7,-1,-17,97,5,0,-9,6.5
N#C/C(=C\c1ccc(O)c(Br)c1)C(=O)NCc1ccccc1,1.6,-1,-3,-3,102,-9,-1,-16,4.4
Cc1nn(CC(=O)N2CCOCC2)c(=O)c2nn(-c3ccccc3)c(C)c12,-0.2,-19,0,-4,98,13,-6,-7,0.4
CCOC(=O)CCCc1ccc(/C(C)=N/NC(=S)NC)cc1,-0.8,5,-2,-4,103,nt,3,-11,0.0
COC(=O)CSC1=C(C#N)C(c2ccccc2)CC(=O)N1 (stereo not drawn),0.3,17,0,-7,-2.0*[inhibitor],-14,-27,-6,1.5
COc1ccc(S(=O)(=O)CCC(=O)N(C)c2ccc(OC)cc2OC)cc1,-1.0,-3,-5,-8,103,-100,4,7,-0.2
Cc1ccc(Cl)cc1N1CCN(S(=O)(=O)c2c(C)noc2C)CC1,-2.4,-2,1,-11,104,21,-4,6,0.3
COc1ccc(C(=O)N(C)C2CCN(C)CC2)cc1S(=O)(=O)Nc1cc(Cl)ccc1Cl,0.6,2,nt,-10,100,-10,6,-6,0.7
COc1ccc(CNC(=O)Nc2cc(C)ccc2C)cc1,-1.2,2,-4,-13,94,11,-4,-23,0.0
CC(c1ccccc1)C(CC(=O)O)C(=O)NC1CCCCC1 (stereo not drawn),0.4,8,-2,0,95,0,1,-4,0.1
COCCCn1ccc(O)c(Cc2ccc(F)cc2)c1=O,0.6,-2,0,-13,104,-4,5,-7,-0.8
Cn1c(CNC(=O)c2ccco2)nnc1SCCOc1ccccc1,nt,1,-8,nt,102,3,4,-3,nt
COc1ccc(F)cc1C(=O)C1CCCN(C(=O)c2ocnc2C)C1 (stereo not drawn),0.2,3,-6,-1,97,7,-7,-6,-0.2
CCOc1nc(C)cc(C)c1S(=O)(=O)c1cccc(C)c1,-1.5,-4,nt,-2,68,16,-12,-6,-0.7
O=C(CN1C(=O)C2C3C=CC(C3)C2C1=O)Nc1nncs1 (stereo not drawn),0.6,-7,-2,-7,89,31,-6,7,1.3
O=C(CCSCCc1ccccn1)Nc1ccc(Cl)cn1,0.8,-10,-5,-1,98,9,1,-6,0.3

# Screening results: PubChem, several laboratories

# The order is random, and some 4.1% of all compounds hit somewhere here.
